Source: PubChem (several laboratories)
Rpn11 block – Rpn11 (human) deubiquitinase inhibition; human 26S proteasome, Ub4-pepOG fluorescence polarization; 20S core pre-blocked with epoxomicin; calls only at 20 µM; 360,000 compounds, 0.59% hits; AID 588493;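 active = inhibition at 20 µM, scaled to each plate's controls, above about 33%, limit read from the data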
CSN deneddyl inh – inhibitors of human CSN-mediated cullin deneddylation | Q92905 | Purified CSN, SCF-Nedd8-OG deneddylation, fluorescence polarization | inhibition, % at 12.5 µM | 360,000 compounds, 0.38% hits | AID 651999;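 active = pattern-corrected inhibition above about 35%, with an unprinted fluorescence ratio check between 0.5 and 1.5, limit read from the data, passing the limit was not always enough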;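 also: 0% = enzyme with substrate and 100% = substrate without enzyme; some results filed as inactive read as strong as hits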
Target sequence (Q92905 whole entry, looked up, one chain of several): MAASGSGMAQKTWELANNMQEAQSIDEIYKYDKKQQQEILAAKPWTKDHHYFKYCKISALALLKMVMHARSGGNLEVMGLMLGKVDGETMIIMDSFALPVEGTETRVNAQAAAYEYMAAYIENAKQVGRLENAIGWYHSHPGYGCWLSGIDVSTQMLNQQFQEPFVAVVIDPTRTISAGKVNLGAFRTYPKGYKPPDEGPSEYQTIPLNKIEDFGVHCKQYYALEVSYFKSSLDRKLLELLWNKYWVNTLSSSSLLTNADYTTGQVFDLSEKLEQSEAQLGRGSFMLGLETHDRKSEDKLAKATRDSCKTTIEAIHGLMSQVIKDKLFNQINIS
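Test system: Human Csn5 produced in HEK293T cells | Compound: 12.5 µM single point | Times: 90 min, room temperature | Signal: Fluorescence polarization readout | Read-out basis: % inhibition of substrate cleavage by Csn5 | Controls: no-enzyme wells high, enzyme-with-substrate wells low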
SKN-1 block – C. elegans SKN-1 inhibition. inhibition, % at 21.8 µM. 360,000 compounds, 0.49% hits. AID 624304. C. elegans VP596 Pgst-4::GFP/RFP ratio, acrylamide-induced, 24 h;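 active = interference check ratio from 0.5 to 1.5 plus GFP to RFP signal ratio inhibition reaching or exceeding a fixed threshold, cut at about 30% in these data, passing the limit was not always enough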; also: some compounds called inactive have numbers as strong as hits
PABP1 MLLE inh – inhibitors of microRNA-mediated deadenylation, human PABP1 MLLE binding; P11940; GST-MLLE / FITC-PAM2 fluorescence polarization; inhibition, % at 20 µM; 360,000 compounds, 0.36% hits; in the data active = inhibition above about 35%, passing the limit was not always enough;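 also: plate controls were DMSO wells with GST-MLLE for no effect and wells lacking GST-MLLE protein for full effect; some results filed as inactive read as strong as hits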
Neddylation inh – inhibitors of human cullin neddylation | calls only at 25 µM | 360,000 compounds, 0.58% hits | TR-FRET cullin neddylation, biochemical | P61081+Q13564; in the data active = inhibition above about 36%
Target sequence (P61081 whole entry, looked up): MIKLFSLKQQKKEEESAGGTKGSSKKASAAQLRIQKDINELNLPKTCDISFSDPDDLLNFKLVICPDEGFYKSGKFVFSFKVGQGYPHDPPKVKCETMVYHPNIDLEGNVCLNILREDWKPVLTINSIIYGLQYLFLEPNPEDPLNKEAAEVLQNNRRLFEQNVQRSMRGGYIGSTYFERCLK
Target sequence (Q13564 whole entry, looked up): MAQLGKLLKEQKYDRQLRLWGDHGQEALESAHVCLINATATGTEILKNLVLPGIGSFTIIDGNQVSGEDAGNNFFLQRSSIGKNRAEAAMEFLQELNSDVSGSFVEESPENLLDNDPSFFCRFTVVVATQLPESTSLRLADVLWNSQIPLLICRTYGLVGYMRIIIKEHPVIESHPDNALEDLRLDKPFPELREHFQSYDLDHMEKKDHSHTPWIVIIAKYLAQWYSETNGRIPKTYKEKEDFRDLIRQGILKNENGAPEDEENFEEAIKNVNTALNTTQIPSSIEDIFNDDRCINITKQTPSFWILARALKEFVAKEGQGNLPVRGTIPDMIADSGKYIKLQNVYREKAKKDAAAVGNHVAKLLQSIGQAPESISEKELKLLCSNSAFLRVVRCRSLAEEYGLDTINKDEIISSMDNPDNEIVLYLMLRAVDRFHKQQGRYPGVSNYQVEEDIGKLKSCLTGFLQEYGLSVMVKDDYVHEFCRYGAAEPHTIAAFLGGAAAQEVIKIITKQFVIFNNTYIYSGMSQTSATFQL
MT1-MMP act inh – blocks activation of human MT1-MMP | GFP/RFP ratio change, % at 20 µM | AID 651647 | 360,000 compounds, 0.061% hits | HT1080 RFP-PRO-GFP cells, GFP/RFP ratio fluorescence, overnight; percent of plate control window, DMSO zero;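 active = GFP/RFP ratio change of at least 30% with cell ATP level not reduced by more than half and red fluorescence within 50% of control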; also: strong numbers were not always called active
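Read-out: GFP/RFP fluorescence ratio; Test system: RFP-PRO-GFP reporter HT1080 cells; Compound dosing: single-point 20 µM compound, 1% DMSO; Times: overnight compound exposure at 37 °C.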
Rin1 Abl inh – human Rin1-Abl interaction inhibition. TR-FRET Rin1/Abl binding, biochemical. inhibition, % at 7.35 µM. AID 588664. 360,000 compounds, 0.4% hits. P00519+Q13671; in the data active = inhibition above about 5%, passing the limit was not always enough
FAS-TE inh – blocks the thioesterase domain of human fatty acid synthase | P49327 | recombinant FAS-TE, OMFH fluorogenic substrate, fluorescence endpoint | inhibition, % at 15 µM | 360,000 compounds, 0.67% hits;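 active = compounds whose normalised, plate-corrected inhibition of enzyme fluorescence in the single-dose primary screen is 50% or more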;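 also: 0% = DMSO with enzyme and 100% = substrate without enzyme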
NadD inh – inhibitors of Staphylococcus aureus NadD | purified NadD enzyme, colorimetric absorbance read-out | inhibition, % at 20 µM | 360,000 compounds, 0.78% hits | AID 602399; in the data active = inhibition above about 26%; also: some compounds past the cut are filed as inactive
Active calls of the source: *; i = inactive; . = not tested or not shown; + = active, no number. Rows are unselected (roughly 3.9% active in at least one column).

SMILES	Rpn11 block	CSN deneddyl inh	SKN-1 block	PABP1 MLLE inh	Neddylation inh	MT1-MMP act inh	Rin1 Abl inh	FAS-TE inh	NadD inh
Cc1ccc(-c2nc3ccc([N+](=O)[O-])cc3[nH]2)cc1	i	-1	27	-8	i	5	1	20	-9
Cc1nc(Nc2cccc(C(C)O)c2)c2nnn(Cc3ccccc3F)c2n1 (configuration not stated)	i	6	10	10	+	2	1	2	-8
Cc1cc(Cl)ccc1OCCNC(=S)NC(=O)c1cccnc1	i	0	-9	22	i	3	-1	3	6
CCc1ccc(S(=O)(=O)N2CCN(C(=O)C3CCN(C(C)=O)CC3)CC2)cc1	i	1	5	5	i	-2	1	0	-5
Cc1ccc(S(=O)(=O)N/N=C/c2ccc(C#N)cc2)cc1	i	-2	5	-16	i	-1	-1	-7	-6
NC(=O)CCC(=O)N1CCCC(C(=O)c2ccc(C(F)(F)F)cc2)C1 (configuration not stated)	i	3	6	18	i	-4	-1	-4	-2
Cc1ccc(-c2cc(-c3ccco3)c3c(N)c(C(=O)NN)oc3n2)cc1	i	-4	8	-43	i	-76	0	-2	28*
Cc1noc(C)c1CSCC(=O)N(C)CC(=O)Nc1ccc(F)c(F)c1F	i	-6	-2	4	i	-2	2	-1	7
CN(c1ccc([N+](=O)[O-])cc1C(=O)Nc1ccccc1)C1CCCCC1	i	4	3	-5	i	-1	-4	44	1
COC(=O)[C@@H]1C[C@@H](C(=O)O)[C@H](C)C1(C)C	i	2	7	7	i	3	-2	-7	-1
COC(=O)c1cn(CC(=O)N2CCCCCC2)c2ccccc12	i	2	-10	6	i	2	2	-6	5
CC(=O)c1cc(CC=C(C)C)c(O)cc1O	i	-5	16	-6	i	-9	0	-4	-4
CC1CCc2[nH]c3ccc(C(=O)N(C)CC(=O)Nc4ccc(F)cc4)cc3c2C1 (configuration not stated)	i	-4	20	-16	i	0	2	11	-3
Cc1cc(NC(=O)CSc2ccc3nnc(CCNS(=O)(=O)c4ccccc4)n3n2)no1	i	5	-4	16	i	3	5	-5	-4
O=C1NCCCCC1NS(=O)(=O)c1ccc(F)c(F)c1 (configuration not stated)	i	-2	4	10	i	2	2	-7	-2
COc1ccc(C)cc1NC(=O)COC(=O)c1ccccc1SCC(=O)N1CCCC1	i	-3	20	15	i	3	0	-1	-2
CCN(C[C@H]1N[C@@](C)(C(=O)OC)[C@H]2C(=O)N(C)C(=O)[C@@H]12)S(=O)(=O)c1ccccc1	i	-1	16	8	i	.	2	-11	-4
O=C(O)COc1ccc(/C=N/NC(=O)c2cccc3ccccc23)cc1	i	7	13	-1	i	4	-4	-5	-3
COc1cc(/C=C(\C#N)c2nc3ccccc3[nH]2)ccc1O	.	73*	10	-155	i	-141	-3	-13	7
Cc1ccc(F)cc1NC(=O)Cc1ncc(C(F)(F)F)cc1Cl	i	-4	13	3	i	-4	0	-9	-3
Cc1cc(=O)oc2cc(OCC(=O)OC(C)C(=O)NC3CCCC3)ccc12 (configuration not stated)	i	-7	-6	6	i	-1	-3	-1	-1
Cc1ccc2cccc(OCCCOc3ccccc3F)c2n1	i	-1	-6	5	i	2	-2	21	-1
O=C1CCC[C@@H]2Cc3[nH]c4c(Cl)ccc(Cl)c4c3[C@@H]3CCN1[C@H]23	i	2	3	5	i	0	0	2	-2
CCS(=O)(=O)NCCc1cc2ccc(C)cc2[nH]c1=O	i	3	-24	-2	i	0	2	2	-1
Cc1ccc(C(=O)COC(=O)CNS(=O)(=O)c2ccc(C)cc2)cc1	i	2	-4	10	i	0	-1	0	2
O=C(Cn1cc2c(n1)CCCCC2)NCCCN1CCOCC1	i	0	10	34	i	-3	-3	-5	-5
C/C(=N/Oc1nc(C)cc(C)n1)c1ccccc1	i	1	-4	-2	i	-7	-1	-4	-4
O=C(/C=C/[C@H]1O[C@@H](n2ccc(=O)[nH]c2=O)[C@H](O)[C@@H]1O)NCc1cccc2ccccc12	i	-4	4	-8	i	-1	3	-7	-1
COc1ccccc1C(=O)Nc1ccnn1C1CCN(CCC(C)c2ccc(C)o2)CC1 (configuration not stated)	i	2	-3	11	i	0	-4	-1	-4
Cc1ccc(NC(=O)CN2C(=O)NC(C)(CC(C)C)C2=O)c(Br)c1 (configuration not stated)	i	-3	10	-7	i	-1	3	-3	-3
Cc1cc(C(=O)N2CCCC2(C)C(=O)NCC(C)C)nn1C(C)(C)C (configuration not stated)	i	2	2	0	i	1	0	-6	2
Cc1c(OC(C)C(=O)NCCN2CCOCC2)ccc2c3c(c(=O)oc12)CCC3 (configuration not stated)	i	1	5	4	.	2	0	-7	-4
CCc1nc2nc(C)c(NS(=O)(=O)c3ccc(CC(C)C)cc3)c(=O)n2[nH]1	i	-2	-1	0	i	.	8.2*	-1	-1
CCSCc1nnc(SCC(=O)Nc2ccc(F)cc2)n1CC	i	2	2	9	i	7	3	-7	-3
CCCn1cc(S(=O)(=O)c2ccc(C)cc2)c(=O)c2cc(OC)c(OC)cc21	i	-4	-9	9	i	-2	2	43	1
N/C(=N\OC(=O)c1ccc(Cl)cc1Cl)c1cccnc1	i	3	54*	7	i	-2	0	-4	3
Cc1ccc(NC(=O)c2cc(NC(=O)/C=C\C(=O)O)ccc2N2CCCCC2)cc1	i	1	9	-8	.	1	2	8	3
OCCC1CN(Cc2cccc3nccnc23)CCN1Cc1ccc(F)cc1 (configuration not stated)	i	1	-12	-4	i	-3	-1	-5	-5
CCCCNC(=O)c1nc(C2CCNCC2)oc1-c1ccccc1	.	-4	1	.	i	0	.	.	.
COc1ccc(CCNC(=O)CSc2nnc(CNC(=O)c3cccs3)o2)cc1OC	i	-4	-6	24	i	-6	0	-6	3

In a second layout: entries from further up
structure | Rpn11 block | CSN deneddyl inh | SKN-1 block | PABP1 MLLE inh | Neddylation inh | MT1-MMP act inh | Rin1 Abl inh | FAS-TE inh | NadD inh
Cc1cc(C(=O)N2CCCC2(C)C(=O)NCC(C)C)nn1C(C)(C)C (configuration not stated) | i | 2 | 2 | 0 | i | 1 | 0 | -6 | 2
Cc1c(OC(C)C(=O)NCCN2CCOCC2)ccc2c3c(c(=O)oc12)CCC3 (configuration not stated) | i | 1 | 5 | 4 | . | 2 | 0 | -7 | -4
CCc1nc2nc(C)c(NS(=O)(=O)c3ccc(CC(C)C)cc3)c(=O)n2[nH]1 | i | -2 | -1 | 0 | i | . | 8.2* | -1 | -1
CCSCc1nnc(SCC(=O)Nc2ccc(F)cc2)n1CC | i | 2 | 2 | 9 | i | 7 | 3 | -7 | -3
CCCn1cc(S(=O)(=O)c2ccc(C)cc2)c(=O)c2cc(OC)c(OC)cc21 | i | -4 | -9 | 9 | i | -2 | 2 | 43 | 1
N/C(=N\OC(=O)c1ccc(Cl)cc1Cl)c1cccnc1 | i | 3 | 54* | 7 | i | -2 | 0 | -4 | 3
Cc1ccc(NC(=O)c2cc(NC(=O)/C=C\C(=O)O)ccc2N2CCCCC2)cc1 | i | 1 | 9 | -8 | . | 1 | 2 | 8 | 3

The list continues.
SMILES	Rpn11 block	CSN deneddyl inh	SKN-1 block	PABP1 MLLE inh	Neddylation inh	MT1-MMP act inh	Rin1 Abl inh	FAS-TE inh	NadD inh
O=C(c1ccco1)N1CCN(C(=O)C2CC(c3ccc(Cl)cc3)=NO2)CC1 (configuration not stated)	i	0	-2	-3	i	-6	3	-2	-3
O=C(COC(=O)CNS(=O)(=O)c1cccc(Br)c1)Nc1ccccc1Sc1ccccc1	i	-14	3	5	i	-3	-5	-7	-8
CNC(=S)N/N=C/c1cn(Cc2ccc(F)cc2)c2ccccc12	i	-11	1	18	i	7	2	22	-1
CCN(CCn1cccn1)C(=O)c1ccc2nc(Cc3ccc(OC)cc3)oc2c1	i	-10	13	3	i	0	-1	-8	-1
CCCCN(C)C(=O)c1ccc2c(c1)S(=O)(=O)c1ccccc1C2=O	i	-5	7	-11	i	-6	10*	-1	7
CC(=O)Nc1ccc(S(=O)(=O)Nc2ccc3c(c2)CCC3)cc1	i	2	-7	-1	i	-2	0	0	-9
CC(=O)c1c(C)[nH]c(C(=O)OCC(=O)Nc2cccc(S(=O)(=O)N(C)C)c2)c1C	i	-6	1	-2	i	7	4	-2	1
CC12c3ccccc3C(c3ccccc31)C1C(=O)N(Cc3cccnc3)C(=O)[C@H]12 (some centres not stated)	i	-19	5	7	i	-3	0	3	4
CCOc1ccc(C2NC(=O)c3ccccc3O2)cc1OC (configuration not stated)	i	-4	-7	4	i	3	3	-8	-3
COc1cc(OC)cc(-c2c(C#Cc3ccsc3)c3cc(-c4cccc5[nH]cc(C=O)c45)ccc3n2C)c1	i	7	-3	-43	i	-30	2	14	46*
COc1ccc(CNC(=O)C2CC(c3ccc(C(F)(F)F)cc3)=NO2)cc1 (configuration not stated)	i	2	7	9	i	3	0	-2	0
COc1ccc(NC(=O)CN(C)CC(=O)Nc2ccc(Cl)c(S(=O)(=O)N(C)C)c2)cc1	i	-1	-10	-8	i	4	-1	2	-5
CCOc1ccc(N2CC(C(=O)NC(C)C)CC2=O)cc1 (configuration not stated)	i	2	-4	7	i	-2	1	-11	1
Cc1onc(-c2c(F)cccc2Cl)c1C(=O)Nc1cc(S(=O)(=O)N2CCCCC2)ccc1O	i	2	-6	-1	i	14	0	5	8
COc1ccccc1C/C(N)=N/OC(=O)c1ccco1	i	3	0	20	i	1	1	-11	1
Cc1cc(C)c(S(=O)(=O)c2ccc(Cl)cc2)c(Cl)n1	i	4	-4	2	i	3	2	10	-8
O=S(=O)(NCc1cccnc1)c1ccc(Cl)c(Cl)c1Cl	i	-2	1	-2	i	1	3	-14	2
CCN1CCN(Cc2c(C)[nH]c3ccc(C(=O)OC)cc3c2=O)CC1	i	-1	15	15	i	2	3	-6	0
O=C(c1ccccc1)c1cc(F)c(N2CCOCC2)cc1Cl	i	0	19	2	i	6	-2	6	-8
CCN1CCN(S(=O)(=O)c2ccc(Cl)c(C(=O)NC3CCCCC3)c2)CC1	i	-1	13	-6	i	-1	3	-4	-1
C=CCOc1ccc(Cl)cc1CNC1CCCC1	i	3	0	17	i	1	-2	-5	-3
COc1cc(C(CC(=O)Nc2ncccc2C)N2Cc3ccccc3C2=O)cc(OC)c1OC (configuration not stated)	i	-1	-1	-8	i	0	0	-4	1
Cc1cc2nc(-c3ccc(SCC(=O)N4CCOCC4)nc3)[nH]c2cc1C	i	7	-1	6	.	9	-4	-4	-3
CC1(Br)C(Sc2ccccc2[N+](=O)[O-])=Nc2ccccc21 (configuration not stated)	.	-1	0	.	i	11	.	44	0
Cc1ccc(NC2(C#N)C(=O)Nc3ccccc32)cc1C (configuration not stated)	i	27	-3	4	i	0	-5	4	-6
Cc1ccc(S(=O)(=O)N2CCOCC2)cc1NC(=O)COC(=O)c1cncc(Br)c1	i	0	-9	-14	i	-3	-1	-3	-1
CCOc1ccccc1N1CCN(C(=O)c2cc3c(s2)CCC3)CC1	i	1	12	8	i	3	-1	9	-8
CNS(=O)(=O)c1cn(CC(=O)NCc2ccc(F)cc2)cc1S(=O)(=O)NC	i	0	4	9	i	1	0	-8	-1
CC(=O)NNc1cccc(Cl)n1	i	-5	3	-8	i	2	-3	0	0
CCc1ccccc1Nc1nc2ccccc2n1C(C)C	i	2	8	8	i	1	2	-3	-6
Cc1cc(NC(=O)c2c(F)cccc2Cl)n(-c2nc3ccccc3[nH]2)n1	i	3	0	-1	i	-7	1	24	4
CC(Oc1ccc2ccccc2c1)C(=O)NNC(=O)Nc1ccccc1F (configuration not stated)	i	-3	5	-10	i	1	1	2	-6
CCCCCC(=O)N1CC2(C)CN(C(=O)CCCCC)CC(C)(C1)C2=O	i	0	-1	8	i	-2	0	-12	-6
